Screening results: PubChem, National Center for Advancing Translational Sciences (NCATS)
KDM5B inhibitor – KDM5B demethylase inhibition | 220,000 tested, 2.6% active | KDM5B demethylase, FDH-coupled NADH fluorescence (FDH is formaldehyde dehydrogenase) | Potency, µM (titrated, usually from 57.7 µM), for inactives: at the highest dose activity change, negative = inhibition, actives largely listed as inhibitors; active = well fitted inhibition curve with a large enough effect; inconclusive = small, poorly fitted or top-dose-only effect; inactive = no such curve, though single readings can be large or run the other way; also: 0% is about no effect; nearly all actives have a fitted effect of over 70% in size
Target sequence (Q9UGL1 whole entry, looked up): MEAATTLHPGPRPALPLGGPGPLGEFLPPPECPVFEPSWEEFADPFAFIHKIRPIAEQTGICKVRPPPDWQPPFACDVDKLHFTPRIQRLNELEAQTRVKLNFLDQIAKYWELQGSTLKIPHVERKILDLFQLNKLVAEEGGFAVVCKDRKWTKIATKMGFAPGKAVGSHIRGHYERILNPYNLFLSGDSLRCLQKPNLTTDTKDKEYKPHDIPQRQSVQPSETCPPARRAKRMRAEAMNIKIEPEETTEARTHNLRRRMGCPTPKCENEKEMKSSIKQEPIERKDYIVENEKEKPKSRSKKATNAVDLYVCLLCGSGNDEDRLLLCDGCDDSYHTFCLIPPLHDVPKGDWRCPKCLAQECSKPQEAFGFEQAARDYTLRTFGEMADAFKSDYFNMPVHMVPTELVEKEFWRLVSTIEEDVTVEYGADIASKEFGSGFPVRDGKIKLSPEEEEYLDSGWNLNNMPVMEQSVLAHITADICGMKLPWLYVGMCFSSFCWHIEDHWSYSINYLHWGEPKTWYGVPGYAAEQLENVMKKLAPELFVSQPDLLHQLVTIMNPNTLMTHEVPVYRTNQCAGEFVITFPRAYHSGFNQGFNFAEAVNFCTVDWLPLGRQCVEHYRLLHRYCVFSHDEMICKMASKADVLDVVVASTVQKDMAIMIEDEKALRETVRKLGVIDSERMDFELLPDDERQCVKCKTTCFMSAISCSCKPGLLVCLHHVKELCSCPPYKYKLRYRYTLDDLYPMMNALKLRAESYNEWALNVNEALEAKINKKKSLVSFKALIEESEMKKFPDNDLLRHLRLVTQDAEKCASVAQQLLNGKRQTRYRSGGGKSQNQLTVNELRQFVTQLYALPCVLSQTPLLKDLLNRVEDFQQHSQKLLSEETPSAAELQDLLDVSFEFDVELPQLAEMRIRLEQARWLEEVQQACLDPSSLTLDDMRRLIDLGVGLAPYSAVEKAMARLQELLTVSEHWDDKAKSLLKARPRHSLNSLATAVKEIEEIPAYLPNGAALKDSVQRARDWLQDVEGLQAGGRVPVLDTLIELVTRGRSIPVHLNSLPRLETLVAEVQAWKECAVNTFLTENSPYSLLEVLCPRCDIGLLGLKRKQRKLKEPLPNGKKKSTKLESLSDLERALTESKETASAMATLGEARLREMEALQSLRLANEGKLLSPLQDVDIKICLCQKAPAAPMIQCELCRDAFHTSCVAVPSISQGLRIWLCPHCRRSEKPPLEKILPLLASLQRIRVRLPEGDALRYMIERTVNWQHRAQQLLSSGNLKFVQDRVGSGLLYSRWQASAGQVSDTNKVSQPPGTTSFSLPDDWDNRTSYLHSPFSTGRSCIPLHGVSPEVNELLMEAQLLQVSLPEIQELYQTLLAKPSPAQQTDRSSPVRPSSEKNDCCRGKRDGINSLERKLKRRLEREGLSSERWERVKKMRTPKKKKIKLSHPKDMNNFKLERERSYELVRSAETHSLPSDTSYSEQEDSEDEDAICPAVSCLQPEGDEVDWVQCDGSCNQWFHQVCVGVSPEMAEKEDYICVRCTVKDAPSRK
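Compound dilutions met 200 nM (final) KDM5BΔAP for 10 min at room temperature before substrate addition. The substrate mix held 12.5 µM H3K4me3 with cofactors 25 µM α-ketoglutarate and 50 µM Fe²⁺. NADH signal gain over 30 min defined activity.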
* hit, by the source's call; i = inactive; ? = inconclusive; [ ] = dose if it differs, or a comment. Potency is read from the fitted curve at half-maximal effect. A portion of the library; count on the stated rates, not on these rows.

SMILES | KDM5B inhibitor
CCc1nc2cc(C#N)c(C#N)cc2nc1C | -6.2%
CCOC(=O)c1c(CN2CCN(C)CC2)n(-c2ccccc2)c2cc(Br)c(O)cc12 | -5.8%
COc1cc(-c2noc(-c3ccc(C(C)(C)C)cc3)n2)cc(OC)c1OC | 0.0%
Cc1ccc(-c2cccc(C=O)c2)cc1Cl | 3.2%[230 µM]
O=C(Nc1ccccc1C(=O)N/N=C/c1ccc(O)cc1)c1ccccc1 | ?
COc1cc(CCC(=O)OCC(=O)c2ccc(Cl)cc2)cc(OC)c1OC | 17.3%
CCN(CC)c1ccc(NS(=O)(=O)c2ccc3c(c2)CCCC3)cc1C(=O)O | 20.7%
NC(=O)NCC(=O)NC1CCCN(c2nc3ccccc3s2)C1 (stereo not given) | -2.8%
Cc1ccc2c(C(=O)O)cc(NC(=O)C3CCC3)cc2n1 | 22.4µM*
COCCn1c(C)cc(C(=O)C(=O)Nc2nnc(CSCc3cccc(C)c3)s2)c1C | -1.2%
COCCn1c(SCC(=O)Nc2ccc(Cl)c(C(F)(F)F)c2)nc2ccsc2c1=O | ?
CCOc1ccc(CCNC(=O)Cn2c(-c3cccs3)cc3ccccc32)cc1OCC | ?
COc1cc2nc(SCc3ccc(F)cc3)n3nc(CCn4c(C)nc5ccccc54)nc3c2cc1OC | -2.5%
Cc1cccc(C(=O)N2CCc3cc(CNC(=O)CCc4ccccc4)ccc32)c1 | -15.3%
COC(=O)[C@H](Cc1ccccc1)NC(=O)Nc1ccc2oc(-c3cccnc3)nc2c1 | ?
CCCCn1nc(C(=O)NC(CC)CC)c2ccccc2c1=O | 13.2%
COc1cccc([S+](=O)([O-])N2CCn3cc(C(=O)N4CCOCC4)nc3C2)c1 | -11.3%[115 µM]
O=C(O)C(c1c[nH]c2cc(Cl)ccc12)N1CCN(Cc2cccs2)CC1 (stereo not given) | 3.9%
COc1ccc(N2CC(C(=O)Nc3c(C)nn(C)c3C)CC2=O)c(OC)c1 (stereo not given) | 8.4%
CC(C)(C)NC(=O)c1cccc2c1C(=O)c1ccccc1-2 | 18.9%
N#Cc1cccc(CN2CCC3(CC2)COCCN3C(=O)OCc2ccccc2)c1 | -29.1%[86.2 µM]
OC(CN1CCNCC1)Cn1c2ccccc2c2ccccc21 (stereo not given) | ?
Cc1nc(C)c(C(=O)N2CCCCCNC(=O)[C@@H]3CCC[C@@H]32)s1 | -20.9%
CC(=O)c1ccc(NC(=O)N[C@H]2CO[C@H]3[C@@H]2OC[C@@H]3Nc2nccc(-c3ccco3)n2)cc1 | ?
CC(C)CS(=O)(=O)CCC(=O)O | -11.9%
Cc1nnc(-c2cc(-c3cccnc3)ccn2)n1CCN1CCOCC1 | -18.9%[86.2 µM]
CCOc1ccccc1N1CCN(c2nc3ccccc3nc2C(C#N)C(=O)OC(C)C)CC1 (stereo not given) | 16.8%
CCOCCCNC(=O)C(Cc1ccccc1)NS(=O)(=O)c1ccc2c(c1)c(=O)n(C)c(=O)n2C (stereo not given) | ?
Cc1c(-c2nc(-c3ccc4c(c3)OCO4)no2)nnn1-c1cccc(C(F)(F)F)c1 | 2.4%
CC(C)NC(=O)CNC(=O)c1cc(-c2ccc(F)cc2)nc2ccccc12 | ?
CC(=O)NCCc1nc2cc(NC(=O)COc3cccc(C)c3)ccc2n1C | -13.0%
O=c1[nH]c(-c2cccc(O)c2)nc2c1Cc1c(ccc3ccccc13)O2 | -2.6%
COc1ccccc1NC(=O)C1CCCN(c2ccc3nncn3n2)C1 (stereo not given) | 10.1%
COc1ccc(C(=O)N2CCCC3(CNc4ccccc4[S+](=O)([O-])N3)C2)cc1 (stereo not given) | 24.3%
O=C(NCC1COCCO1)c1ccc(CN2CCC(N3CCCC3)CC2)[nH]c1=O (stereo not given) | 28.2µM*
Cc1ccc(-c2cc(C(=O)O)c3ccccc3n2)o1 | i
O=C1NCCCCCCN(C(=O)c2ccco2)[C@H]2C[C@H](c3nc(-c4cnccn4)no3)C[C@@H]12 | -11.4%
O=C(Nc1ccc(Cl)c(C(F)(F)F)c1)c1ccc(F)cc1 | -7.5%
CN(C)c1ccc(NCc2cccc(Br)c2)cc1 | ?
CCOCc1nc(C2CCCN(C(=O)c3ccc(C)s3)C2)no1 (stereo not given) | -16.4%
COc1cccc(NC(=O)N2CCc3nc4cc(-c5ccccc5Cl)[nH]n4c(=O)c3C2)c1 | 25.1µM*
CCOc1ccc(N(C)S(=O)(=O)c2cc(-c3cnc(C)o3)ccc2OC)cc1 | -4.0%
CCn1cnc2c1c(=O)n(CC(=O)N1CCCc3ccccc31)c(=O)n2Cc1ccccc1 | -19.1%
Cc1cc(=O)oc2cc(OC(C)C(=O)NCc3ccccn3)ccc12 (stereo not given) | ?
O=C(NC1CCCCC1)N1CCC(c2noc(-c3ccccc3)n2)C1 (stereo not given) | -18.5%
O=C(O)CC/C(=C/c1ccc(OC(F)F)cc1)c1nc2ccccc2s1 | -26.6%
O=C(NCc1ccccc1Cl)[C@@H]1CNC[C@H]1COc1cccnc1 | ?
Cc1cc(OCCn2cc(C(=O)c3cccs3)c3ccccc32)ccc1Cl | ?
O=S(=O)(O)CCl | 18.2%
COc1cccc(CN2CCC(N3C(=O)C(OCC4CC4)C34CCCCC4)CC2)c1OC (stereo not given) | -28.5%
Cc1nn(-c2ccccc2)nc1C(=O)NNC(=O)c1ccc(C(F)(F)F)cc1 | 21.7%
COCCCNC(C(=O)O)c1cn(CC(=O)O)c2ccc(OC)cc12 (stereo not given) | -2.0%
Cc1c(C(=O)NCc2ccccc2Cl)sc2nc3n(c(=O)c12)CCC3 | -15.9%
C[S+](=O)([O-])c1cccc(NC(=O)c2cnc3n2CCN(CCc2ccccc2)CC3)c1 | 11.1%
Cc1nc2c(c(-c3ccc(Cl)cc3)n1)CCN(C(=O)Nc1ccccc1)CC2 | 11.8%
Cc1ccc(-c2noc(-c3cccnc3NCc3ccc(Cl)cc3)n2)cc1 | ?
Cc1ccc(C(=O)N2C[C@@H](CN3CCCN(C)CC3)[C@@H](CO)C2)nc1 | -22.1%
CC1CCN(c2nc3ccc(C(=O)N4CCN(c5ccccc5)CC4)cc3s2)CC1 | -8.6%
CCc1nc2nc(C)cc(Nc3ccc(OC)cc3OC)n2n1 | -27.8%
COc1ccccc1OCCNC(=O)CCC[C@H]1NC[C@@H]2C[C@H]1CN(Cc1ccccc1)C2 | ?

(next part)
SMILES | KDM5B inhibitor
COc1ccccc1-c1onc(C)c1C(=O)NCCC(c1ccccc1)c1ccccc1 | ?
Cc1ccc(S(=O)(=O)Nc2c(C)nc3nc(C)[nH]n3c2=O)c(C)c1 | -11.7%
COc1cccc(CNC(=O)C(Cc2ccccc2)NS(=O)(=O)c2ccc3c(c2)oc(=O)n3C)c1 (stereo not given) | -2.3%
O=C1Nc2ccccc2CC12CCN(CC1CC1)CC2 | ?
Cc1cccc(CNC(=O)c2ccc3c(c2)c(C)c(C)n3Cc2ccccc2)c1 | ?
O=C(CN1C(=O)CSc2ccc(S(=O)(=O)N3CCCC3)cc21)Nc1cccc(Cl)c1 | -19.2%
CC(=O)c1ccc(N2CCN(C(=O)c3nn(Cc4ccccc4)c(=O)c4ccccc34)CC2)cc1 | -27.3%
COc1ccc(C2(C(=O)NC3CCCc4c3[nH]c3c(Cl)cccc43)CCOCC2)cc1 (stereo not given) | ?
CC(C)CNC(=O)COc1ccc2c(C(C)C)cc(=O)oc2c1 | ?
O=C1Nc2ccccc2O[C@H]2C[C@@H]1N(C(=O)Cc1ccccc1)C2 | 4.2%[86.2 µM]
O=C(Oc1cccc2cccnc12)c1ccc2ccccc2c1 | -19.4%
CCN(C(=O)Cn1cccc1-c1nc(-c2ccc(OC)c(F)c2)no1)c1ccccc1 | ?
O=C(C[C@@H]1O[C@H](CNC(=O)c2ccco2)[C@@H](O)[C@H]1O)NCc1ccc(F)cc1 | ?
Fc1cccc(NC2CCCN(Cc3cccn3-c3nccs3)C2)c1 (stereo not given) | -9.2%
Cc1nc(N2C(=O)C(=O)/C(=C(/O)c3ccccc3)C2c2ccccc2F)sc1C (stereo not given) | 7.8%
O=C1Nc2ccc(-c3ccccc3)cc2C(=O)N2CCN(C(=O)c3cccnc3)C[C@H]12 | ?
CCc1ccccc1NC(=O)Cn1c(N2CCCCC2)nc(C)c(C)c1=O | -19.2%
COc1ccc2c(Sc3ccccc3)c(C(=O)NCCCN3CCCCC3)[nH]c2c1 | -18.6%
COC(=O)[C@H](CCSC)NC(=O)Nc1ccc(S(N)(=O)=O)cc1 | -8.6%
CCOc1ccccc1C(=O)NC1CCN(c2cc(C)cc(C)c2)C1=O (stereo not given) | 8.5%

Sorted by length of the SMILES (ascending): some entries from above
SMILES | KDM5B inhibitor
O=C(Oc1cccc2cccnc12)c1ccc2ccccc2c1 | -19.4%
Fc1cccc(NC2CCCN(Cc3cccn3-c3nccs3)C2)c1 (stereo not given) | -9.2%
CC(C)CNC(=O)COc1ccc2c(C(C)C)cc(=O)oc2c1 | ?
CCc1ccccc1NC(=O)Cn1c(N2CCCCC2)nc(C)c(C)c1=O | -19.2%
COC(=O)[C@H](CCSC)NC(=O)Nc1ccc(S(N)(=O)=O)cc1 | -8.6%
O=C1Nc2ccccc2O[C@H]2C[C@@H]1N(C(=O)Cc1ccccc1)C2 | 4.2%[86.2 µM]
COc1ccc2c(Sc3ccccc3)c(C(=O)NCCCN3CCCCC3)[nH]c2c1 | -18.6%
CCN(C(=O)Cn1cccc1-c1nc(-c2ccc(OC)c(F)c2)no1)c1ccccc1 | ?
COc1ccc(C2(C(=O)NC3CCCc4c3[nH]c3c(Cl)cccc43)CCOCC2)cc1 (stereo not given) | ?
O=C(CN1C(=O)CSc2ccc(S(=O)(=O)N3CCCC3)cc21)Nc1cccc(Cl)c1 | -19.2%
O=C1Nc2ccc(-c3ccccc3)cc2C(=O)N2CCN(C(=O)c3cccnc3)C[C@H]12 | ?
CC(=O)c1ccc(N2CCN(C(=O)c3nn(Cc4ccccc4)c(=O)c4ccccc34)CC2)cc1 | -27.3%
COc1cccc(CNC(=O)C(Cc2ccccc2)NS(=O)(=O)c2ccc3c(c2)oc(=O)n3C)c1 (stereo not given) | -2.3%
O=C(C[C@@H]1O[C@H](CNC(=O)c2ccco2)[C@@H](O)[C@H]1O)NCc1ccc(F)cc1 | ?

Next part:
SMILES | KDM5B inhibitor
Cc1ccc(S(=O)(=O)Nc2ccc3ccccc3n2)cc1 | ?
CCc1ccccc1Nc1ncnc2c1cnn2-c1ccc(Cl)cc1 | ?
CNC(=O)N1CCC(C2CCN(C(=O)c3cn[nH]c3)C2)CC1 (stereo not given) | -19.6%
COCCCNc1ncnc2c1nc1n2CCCC1 | -0.9%
CCNc1cc(C)nc(Nc2ccc(NS(=O)(=O)c3ccc(Cl)cc3)cc2)n1 | -21.3%
CCOC(=O)c1ccc(CN2Cc3ccccc3C2=O)cc1 | 43.1%[activator]
Cc1cc(C)c(NC(=O)c2cc(S(=O)(=O)N3CCN(c4ccccc4F)CC3)ccc2F)c(C)c1 | -2.9%
O=C(NCc1ccc2c(c1)CCN2C(=O)c1ccc(F)cc1)c1ccco1 | ?
CCc1ccc2oc(=O)cc(CN3CCN(Cc4ccccc4)CC3)c2c1 | -2.7%
Cc1ccc(S(=O)(=O)N2CCN(C(=O)Cc3sc(C)nc3-c3ccc(F)cc3)CC2)c(C)c1 | 9.8%
Cc1nc2c(C(=O)NCCC(C)C)cnn2c(C)c1Cc1c(F)cccc1Cl | -1.5%
Cc1ccncc1C(=O)N1C[C@@H](COc2ccccc2)[C@H](C(N)=O)C1 | -4.4%
O=C(c1cccnn1)N1CC(F)(F)C[C@H]1c1nc(C2CC2)no1 | 23.8%
O=C(Nc1ccccc1)O[C@@H]1CO[C@H]2[C@@H]1OC[C@@H]2n1nnnc1SCc1ccco1 | 35.5µM*
CC(=O)c1ccc(NC(=O)CSc2cn(CC(=O)N(C(C)C)C(C)C)c3ccccc23)cc1 | ?
CCc1ccc(NC(=O)N2CCC(Oc3ncccc3C(=O)N3CCOCC3)C2)cc1 (stereo not given) | 15.1%
O=C(O)Cn1nc(-c2ccccc2)nc1C1CC(=O)N(Cc2cccnc2)C1 (stereo not given) | 21.0%
CC(C(=O)NCc1nnc2ccc(-c3ccccc3)nn12)c1ccccc1 (stereo not given) | 28.2µM*
Cn1c(-c2cccc(Br)c2)c(-c2cn3ccccc3n2)c(=O)n(C)c1=O | ?
C=CCSc1nc2c(c(=O)[nH]c(=O)n2C)n1CCOC | -14.6%
CN(C)c1cc(-c2ccc(Br)cc2)oc(=O)c1Cl | ?
O=C(COC(=O)c1ccc2ccccc2n1)Nc1cccc(Cl)c1 | ?
Cc1ccc(-c2nc(C(=O)NCc3ccc4c(c3)OCO4)no2)cc1 | -18.6%
O=C1CCCC(O)=C1N=Nc1ccc(C(=O)O)cc1 | -9.8%
COc1cc2c(cc1OC)C(c1ccc(Br)cc1)NCC2 (stereo not given) | 3.5%
CCN(CC)C(=S)SCc1nc2ccccc2s1 | 15.7%
O=C(NCc1nnc2c(-c3nc(C4CC4)no3)cccn12)c1cccc(F)c1 | 25.1µM*
O=C(C1CC1)N1CCC2(CC1)CN(c1ccccc1)C2=O | -5.4%
O=C1CCN(S(=O)(=O)c2ccccc2)CCCN(C(=O)c2n[nH]c3ccccc23)CCN1 | 10.0%
CCOC(=O)c1[nH]c(C)c(C(=O)OC)c1C | -25.4%
O=c1oc2ccccc2c(NC2CCCC2)c1NS(=O)(=O)c1cccc(F)c1 | 9.6%
O=C1NCCOCCN(C(=O)NCCc2ccccc2)[C@@H]2CCCC[C@H]12 | -5.2%
CC(=O)N1CCC2(C1)C(=NC1CCCC1)NC(=O)N2c1cccnc1 (stereo not given) | 5.4%[86.2 µM]
CSc1ccc(-c2noc(-c3nnn4c3COC(c3ccc(Cl)cc3)C4)n2)cc1 (stereo not given) | 12.3%
O=C(Cc1ccc(-c2ccccc2)cc1)NCCc1c[nH]c2ccccc12 | -10.6%
COc1ccc(OCC(=O)Nc2cccc(-c3nc4cc(C)ccc4o3)c2C)cc1 | -14.7%
